High-throughput results (PubChem)
EWS-Fli inh: EWS/Fli-driven NR0B1 reporter inhibitors, primary screen, A673 cells, NR0B1 luciferase, luminescence, MLPCN library | inhibition, % at 12.6 µM | 0.67% of 350,000 active | AID 651661, 2012 | viability-normalised;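 active = mean inhibition of at least 50% after viability correction, with every replicate also passing that limit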;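 note: firefly luciferase signal divided by Alamar Blue viability fluorescence both relative to DMSO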
PglD inh: C. jejuni PglD acetyltransferase inhibitors, primary screen, biochemical, DTNB colorimetric, single point; inhibition, % at 12.5 µM; purified PglD enzyme, DTNB colorimetric CoA detection; UDP-N-acetylbacillosamine N-acetyltransferase PglD (Campylobacter jejuni); 0.098% of 360,000 active; in the data active = inhibition above about 16%, passing the limit was not always enough; note: strong numbers were not always called active
PAX8 reporter: inhibitors of PAX8-driven TPO luciferase reporter, primary screen, RMG-I cells, single concentration; SteadyGlo, 24 h; inhibition, % at 12.6 µM; 1.2% of 360,000 active; AID 652154, 2013;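 active = mean replicate inhibition at least 60% with every replicate also reaching 60%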;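 note: luciferase light reporting Pax8 driven TPO promoter activity; plate controls were median of neutral control wells for no effect and mitoxantrone controls for full effect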
S100A4 inh HTS: inhibitors of S100A4-myosin IIA peptide binding, primary screen, biochemical, fluorescence polarization, TAMRA-MyoIIA peptide | Protein S100-A4 (Homo sapiens), P26447 | inhibition, % at 10.7 µM | 0.14% of 360,000 active;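 active = mean inhibition of at least 70% across replicates, with every replicate also reaching that level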
Target sequence (P26447 whole entry, looked up): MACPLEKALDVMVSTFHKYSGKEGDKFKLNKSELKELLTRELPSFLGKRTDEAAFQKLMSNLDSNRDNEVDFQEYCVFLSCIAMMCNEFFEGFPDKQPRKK
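Material: S100A4 monomer protein | Medium: HEPES pH 7.2 with CaCl2, KCl, NaCl, DTT, Triton | Reagent: Labelled myosin peptide probe, 5 nM | Doses: One dose per compound | Times: 5 min incubation before reading | Benchmarks: Neutral control DMSO, positive control TFP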
PGC1a acetyl inh: inhibitors of PGC1a acetylation signal, primary screen, cell-based, U2OS, AlphaScreen, inhibitor mode. AlphaScreen anti-acetyl-lysine; with virally co-expressed GCN5 acetyltransferase. inhibition, % at 15.6 µM. 0.17% of 350,000 active. AID 651687, 2012;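 active = every replicate shows inhibition of at least 40%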;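 note: 0% = neutral control wells and 100% = positive control wells; some results beyond the cut were filed as inactive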
FN deposit inh: inhibitors of fibronectin matrix deposition, primary screen, AH1F cells, Alexa488-fibronectin fluorescence, plate reader; AH1F fibroblasts, overnight; inhibition, % at 12.6 µM; 0.086% of 350,000 active; AID 743247, 2014;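 active = mean inhibition across replicates of 30% or more, regardless of how many single replicates reach that level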;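 note: positive control wells lacked labelled fibronectin entirely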
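Schedule: 1 h cell adhesion before compound, then overnight fibronectin incubation; test system: AH1F fibroblast monolayer depositing Alexa488-labelled fibronectin into matrix; quantity: 10000 AH1F cells per well; probe or stimulus: fluorescent fibronectin at 24 nM final; signal: fluorescence, ex 485 nm, em 525 nm; evaluation: percent inhibition as loss of matrix-bound fibronectin fluorescence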
LGR2 inh: inhibitors of bursicon-induced LGR2 CRE-luciferase signal, primary screen, cell-based, HEK293, CRE-luciferase reporter, bursicon stimulation | Drosophila bursicon receptor LGR2 (rickets) | bursicon-stimulated, 4 h | inhibition, % at 9.99 µM | 0.35% of 380,000 active | AID 720647, 2013;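 active = drop in luminescence signal, shown as inhibition above about 50% in the replicate tests, limit read from the data, passing the limit was not always enough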;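 note: agonist challenge used bursicon conditioned medium at about half maximal strength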
ERAP1 inh: human ERAP1 aminopeptidase inhibitors, primary screen, biochemical, single point, plate reader. Endoplasmic reticulum aminopeptidase 1 (Homo sapiens), Q9NZ08. inhibition, % at 10.7 µM. recombinant ERAP1, Leu-AMC fluorescence, 60 min. 0.15% of 340,000 active;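 active = mean replicate inhibition of at least 30%, or all replicates individually reaching that 30% level; inactive = mean below 30% and not every replicate reaching it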;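 note: 0% = neutral control wells and 100% = L-leucinethiol positive control wells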
Target sequence (Q9NZ08 whole entry, looked up): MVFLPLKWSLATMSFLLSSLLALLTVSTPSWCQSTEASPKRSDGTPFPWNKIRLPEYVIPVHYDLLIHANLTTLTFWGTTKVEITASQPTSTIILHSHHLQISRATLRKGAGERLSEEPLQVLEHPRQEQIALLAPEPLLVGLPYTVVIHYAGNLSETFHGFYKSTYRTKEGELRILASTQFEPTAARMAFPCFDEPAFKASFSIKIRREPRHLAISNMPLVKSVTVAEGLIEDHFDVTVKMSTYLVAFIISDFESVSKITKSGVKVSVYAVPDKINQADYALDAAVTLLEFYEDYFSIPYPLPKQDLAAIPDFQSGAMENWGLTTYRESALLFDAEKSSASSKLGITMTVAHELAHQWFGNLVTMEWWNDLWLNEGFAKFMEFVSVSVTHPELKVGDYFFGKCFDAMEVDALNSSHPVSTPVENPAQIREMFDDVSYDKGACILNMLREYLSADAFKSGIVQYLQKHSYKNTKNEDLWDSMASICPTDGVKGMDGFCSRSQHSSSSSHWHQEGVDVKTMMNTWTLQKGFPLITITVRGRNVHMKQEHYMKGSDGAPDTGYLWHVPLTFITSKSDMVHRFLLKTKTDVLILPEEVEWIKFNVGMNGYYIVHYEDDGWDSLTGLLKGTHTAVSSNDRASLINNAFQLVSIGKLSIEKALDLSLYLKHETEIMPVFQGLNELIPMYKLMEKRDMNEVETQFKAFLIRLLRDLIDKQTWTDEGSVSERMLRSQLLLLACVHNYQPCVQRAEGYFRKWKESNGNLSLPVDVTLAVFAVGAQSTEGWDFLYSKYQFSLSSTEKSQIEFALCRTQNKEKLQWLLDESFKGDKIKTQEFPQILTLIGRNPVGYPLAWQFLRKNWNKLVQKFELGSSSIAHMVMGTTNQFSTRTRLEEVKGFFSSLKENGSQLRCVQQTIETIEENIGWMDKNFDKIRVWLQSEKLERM
Numbers without * were called inactive; nt = not tested or not shown. No enrichment for hits; 2.1% or so of the library scored in one or more.

SMILES	EWS-Fli inh	PglD inh	PAX8 reporter	S100A4 inh HTS	PGC1a acetyl inh	FN deposit inh	LGR2 inh	ERAP1 inh
CCSc1nc(N)c(C#N)c(-c2ccccc2Cl)c1C#N	nt	-13	nt	nt	-3	6	14	nt
Cc1ccsc1C(=O)N1CCC1(C)C(=O)NS(=O)(=O)c1ccccc1C(F)(F)F (stereo unspecified)	-12	-3	0	0	7	-5	-5	0
CCc1nc2sc3c(c2c(=O)n1NC(=O)CCl)CCCC3	nt	3	2	nt	10	1	nt	nt
O=C(Nc1cccnc1)c1cccc(S(=O)(=O)Nc2ccccc2F)c1	-3	-1	2	4	11	nt	11	-3
S=C(NCc1ccco1)Nc1ccc(Br)cc1Cl	-78	nt	-127	-1	3	-10	-57	-1
CC(=O)N(c1ccccc1C)C1CCCC1	-4	1	4	-1	-5	-1	23	3
CC=Cc1ccc2n(c1=O)C[C@@H]1[C@@H](CO)[C@H](C(=O)NCc3ccccc3)N(S(C)(=O)=O)[C@H]21 (mixture of isomers)	2	-1	11	3	nt	nt	-13	1
CC(=O)N1[C@H](CO)[C@H](c2ccccc2)[C@@H]1CN(C(=O)c1ccccc1)C(C)C	-8	-2	7	0	0	nt	17	-1
CCCNC(=O)C/C(C)=N/NC(=O)COc1ccc(C)cc1Br	8	-1	25	-1	8	-2	-5	6
C/C=C/c1ccc2c(c1)O[C@H](CN(C)C(=O)c1cccnc1)[C@@H](C)CN([C@H](C)CO)S2(=O)=O	-8	2	-12	-28	-4	nt	-5	1
CC(=O)Nc1cc(C(=O)N(C)Cc2ccco2)ccc1Sc1ccc(C)cc1	nt	3	3	nt	13	-2	2	nt
C[C@H]1CN([C@@H](C)CO)C(=O)Cc2cc(NC(=O)C3CCCCC3)ccc2O[C@H]1CN(C)CC1CC1	0	-3	11	-1	-18	-4	23	1
C[C@@H]1CN([C@@H](C)CO)C(=O)c2cc(NC(=O)Cc3ccccc3)ccc2O[C@@H]1CN(C)S(=O)(=O)c1ccc(F)cc1	5	6	0	9	-3	2	-4	-1
O=C(Nc1ccc(-c2ccc3nncn3n2)cc1)c1ccc(Br)o1	-6	nt	7	-3	-16	-16	-9	nt
Cc1ccc2c(c1)c(C)cc(=O)n2CCC(=O)O	-1	-5	nt	-1	16	-6	-3	-1
Cc1cc2oc(C(=O)Nc3ccc(S(=O)(=O)Nc4onc(C)c4C)cc3)cc(=O)c2cc1Cl	4	2	3	-4	12	1	9	3
Cc1c(C(=O)O)cccc1[N+](=O)[O-]	-2	2	nt	22	-9	nt	-6	-2
CCCC(=O)N1c2ccccc2[C@@H](N(C(C)=O)c2ccccc2)C[C@H]1C	nt	-1	9	nt	-10	5	nt	nt
O=C(O)/C=C/C(=O)N1CCN(C(c2ccccc2)c2ccccc2)CC1	2	-2	6	0	-1	6	-3	2
CCc1ccc(OCC(=O)Nc2cccc3c2CCCC3)cc1	5	-3	15	1	nt	-5	13	1
C[C@@H](NC(=O)C[C@H]1CC[C@@H]2[C@H](COC[C@@H](O)CN2C(=O)Nc2cccc(Cl)c2)O1)c1ccccc1	-15	2	-17	6	-1	-2	-12	-4
COc1ccc(C2=NOC(C(=O)NCc3ccccc3)C2)cc1 (stereo unspecified)	44	-1	nt	-5	-3	nt	-10	2
CC(C)(C)[S@](=O)N1Cc2cc(C(=O)N3CCCCC3)nc(-c3cccc(C4=CCCC4)c3)c2[C@@H]1CCO	9	nt	2	-49	-11	-5	-7	2
CC(=O)N1c2ccc(S(=O)(=O)N3CCCC(C(=O)NCc4ccccc4)C3)cc2CC1C (stereo unspecified)	13	-5	28	0	-5	2	6	0
CC1(C(=O)Nc2ccc3nc[nH]c3c2)CCN1C(=O)c1ccccc1CCc1ccccc1 (stereo unspecified)	-4	-2	9	-1	-49	-2	8	1
SMILES	EWS-Fli inh	PglD inh	PAX8 reporter	S100A4 inh HTS	PGC1a acetyl inh	FN deposit inh	LGR2 inh	ERAP1 inh
COc1cccc(C2C(C(N)=O)=C(C)Nc3nc(CCCO)nn32)c1 (stereo unspecified)	-3	1	9	-1	4	-5	9	-2
COc1cc(C(=O)NC2CCCCN(C)C2=O)cc(OC)c1OC (stereo unspecified)	-5	nt	-9	-2	nt	-7	2	-6
CSc1ccc(C#N)cc1NC(=O)c1ccccc1	-4	4	34	3	-1	nt	-1	-1
O=C(COC(=O)c1cccnc1Cl)Nc1ncc(Cl)cc1Cl	-3	-1	1	-6	2	4	-4	-4
O=C(Nc1ccccc1)O/N=C1/CCCc2occc21	-38	3	-30	-2	4	0	-13	-1
O=[N+]([O-])c1cc(C(F)(F)F)ccc1NCC1CCCO1 (stereo unspecified)	-23	-2	-1	-1	5	0	-17	1
CCOC(=O)c1ccccc1NC(=S)N1CC(C)CC(C)C1 (stereo unspecified)	10	nt	3	2	nt	-5	nt	1
CCCN(CCC)C(=O)c1ccc2c(c1)OCO2	nt	-1	6	nt	0	-4	nt	nt
C[C@H]1CN([C@@H](C)CO)C(=O)c2cc(C#CCc3ccccc3)cnc2O[C@@H]1CN(C)Cc1cccc(C(=O)O)c1	2	1	5	-18	-1	nt	-12	0
Cc1ccc(N(C)C(=O)c2cc(S(=O)(=O)N3CCCCC3)c[nH]2)cc1	0	-8	9	-4	12	2	9	2
Cc1ccc(OCCCC(=O)N2CCN(S(=O)(=O)c3cccc(F)c3)CC2)cc1	-1	nt	14	0	nt	-3	15	0
CC(C)NC(=O)N(C)C[C@@H]1Oc2ccc(NC(=O)Nc3ccccc3)cc2CC(=O)N([C@@H](C)CO)C[C@@H]1C	-3	-4	-16	-8	-1	nt	-2	-2
Cn1nc(-c2ccccc2)c(-c2nc(-c3ccccc3Cl)no2)c1Cl	nt	4	-29	nt	-23	1	nt	nt
COc1ccc(C#Cc2ccc3c(c2)[C@@H]2[C@@H](CCN2S(=O)(=O)c2ccc(OC)cc2)[C@@H](CO)N3C)cc1	6	0	3	-3	13	-8	7	5
COc1ccc(CN(C)C[C@@H]2Oc3ccc(NS(=O)(=O)c4ccc(C)cc4)cc3CC(=O)N([C@@H](C)CO)C[C@@H]2C)cc1	-4	4	8	6	0	nt	7	-2
N#C/C(=C\c1cn(CC(=O)O)c2ccccc12)C(=O)NCc1ccccc1	-2	-11	12	-5	nt	5	-2	16
CN(C(=O)c1cc(-c2cccs2)nn1-c1ccccc1)C1CCS(=O)(=O)C1 (stereo unspecified)	0	3	-4	-2	11	4	-9	-8
CN1CCN(C(=O)C[C@@H]2CC[C@@H]3[C@H](COC[C@@H](O)CN3Cc3ccc(Oc4ccccc4)cc3)O2)CC1	12	-2	15	6	-20	4	9	2
CN1[C@@H]2c3ccc(-c4cncnc4)c(=O)n3C[C@@H]2[C@@H](CO)[C@@H]1C(=O)NC1Cc2ccccc2C1	-2	2	nt	5	nt	nt	-5	4
N#CC1(NC(=O)CSc2nncn2-c2ccccc2F)CCCC1	-3	1	1	-1	-9	-3	-3	1
C[C@@H]1CN([C@H](C)CO)C(=O)c2cc(/C=C/c3ccccc3)cnc2O[C@@H]1CN(C)S(=O)(=O)c1cn(C)cn1	-6	-4	-22	-23	1	-4	5	-2
CSCCC(NC(=O)c1ccccc1)C(=O)Nc1ccc(C)cc1 (stereo unspecified)	3	nt	3	-1	nt	19	6	-2
C[C@@H]1CN([C@H](C)CO)C(=O)Cc2cc(NS(=O)(=O)c3cccs3)ccc2O[C@H]1CN(C)S(=O)(=O)c1cn(C)cn1	0	5	-60	-4	2	nt	-9	-4
CC[C@]1(C(=O)OC)[C@H]2C(=O)N(Cc3ccccc3)C(=O)[C@H]2[C@H]2CN=C(SCc3ccc(C#N)cc3)N21	14	13	4	-3	1	nt	3	-2
CCc1nc(SCC(=O)Nc2cc(C)ccc2OC)c2c(C)c(C)sc2n1	18	4	12	-2	nt	4	12	2
SMILES	EWS-Fli inh	PglD inh	PAX8 reporter	S100A4 inh HTS	PGC1a acetyl inh	FN deposit inh	LGR2 inh	ERAP1 inh
O=C(Nc1cc(Br)ccc1O)c1cc(-c2ccc3c(c2)OCO3)on1	-47	-1	-143	10	nt	-17	-17	1
Cc1cccc(C(=O)NC2CCN(CC(=O)NCc3cccs3)CC2)c1	-2	nt	-4	-2	nt	-3	nt	2
C[C@@H]1CN([C@H](C)CO)C(=O)c2cccc(NC(=O)Nc3ccc4c(c3)OCO4)c2O[C@H]1CN(C)Cc1ccccc1	-19	4	-62	6	nt	nt	12	0
Cc1ccccc1-n1c(=O)cc(N2CCCCCC2)[nH]c1=O	-5	1	-5	-3	5	-13	10	6
O=C(COc1ccc2ccc(=O)oc2c1)NC1CCCCC1	-9	-3	-36	-3	3	-4	-10	1
C[C@H](CO)N1C[C@H](C)[C@H](CN(C)Cc2ccc(C(=O)O)cc2)Oc2ccc(NS(=O)(=O)c3ccccc3)cc2C1=O	-15	2	nt	-8	-1	nt	-2	1
CCCc1nc2sc3c(=O)[nH]cnc3c2c2c1CCCC2	-5	nt	-7	-6	nt	-6	0	1
O=C(Nc1cc(F)ccc1F)N1C[C@H]2[C@@H](c3ccccc31)[C@@H](CO)N2Cc1ccncc1	9	-2	13	8	5	nt	4	-1
N#Cc1ccc(OCC(=O)NNC(=O)C2CCCCC2)cc1	6	-6	1	-7	2	4	-10	-3
Cc1ccc(S(=O)(=O)NN2Cc3ccccc3C2=N)cc1	4	-1	15	-3	-3	-1	13	-2
CC[C@]1(C(=O)OC)[C@H]2C(=O)N(C)C(=O)[C@H]2[C@H]2CN(C)C(=NC)N21	-11	2	-27	-2	nt	7	4	7
CCOc1ccccc1CN1CCCC(CNS(=O)(=O)c2ccc(OC)cc2)C1 (stereo unspecified)	4	1	-4	-4	-6	11	11	0
CCCCC[C@@H](C)N1C[C@H](COCc2ccccc2)Oc2cc(N3CCC[C@H]3C(N)=O)ccc2S1(=O)=O	3	nt	0	-4	nt	-2	7	nt
CC(C)(C)/C(COc1ccccc1[N+](=O)[O-])=N/O	-5	3	1	-1	nt	1	-11	2
CC(=N\NC(=O)c1ccccc1)/C(=N/O)C(=O)Nc1ccccc1	nt	11	14	-2	15	10	22	-2
COc1ccc(Cl)cc1-c1cc(C(=O)NCc2ccc(F)cc2)[nH]n1	10	3	27	4	-25	9	3	3
CC(=O)N1CCC(c2c[nH]c3ccccc23)CC1	-1	-3	4	-11	2	-3	nt	nt
CC(/C=C1\SC(=O)N(CC(=O)Nc2ccc(O)cc2)C1=O)=C\c1ccccc1	12	1	87*	-4	6	-11	17	-1

Single records (already shown). Order of values: EWS-Fli inh | PglD inh | PAX8 reporter | S100A4 inh HTS | PGC1a acetyl inh | FN deposit inh | LGR2 inh | ERAP1 inh
Record of `CC(C)(C)/C(COc1ccccc1[N+](=O)[O-])=N/O` → -5 | 3 | 1 | -1 | nt | 1 | -11 | 2
Record of `C[C@H](CO)N1C[C@H](C)[C@H](CN(C)Cc2ccc(C(=O)O)cc2)Oc2ccc(NS(=O)(=O)c3ccccc3)cc2C1=O` → -15 | 2 | nt | -8 | -1 | nt | -2 | 1
Record of `O=C(Nc1cc(F)ccc1F)N1C[C@H]2[C@@H](c3ccccc31)[C@@H](CO)N2Cc1ccncc1` → 9 | -2 | 13 | 8 | 5 | nt | 4 | -1
Record of `Cc1cccc(C(=O)NC2CCN(CC(=O)NCc3cccs3)CC2)c1` → -2 | nt | -4 | -2 | nt | -3 | nt | 2
